Screens deposited in PubChem by National Center for Advancing Translational Sciences (NCATS).
KDM5B inhibitor – KDM5B demethylase inhibition; 2.6% of 220,000 active; Potency, µM (titrated, usually from 57.7 µM), without a hit: at the top dose activity change, negative = inhibition, most hits filed as inhibitors; Q9UGL1; KDM5B demethylase, FDH-coupled NADH fluorescence (FDH is formaldehyde dehydrogenase); active = well fitted inhibition curve with a large enough effect; inconclusive = small, poorly fitted or top-dose-only effect; inactive = no such curve, though single readings can be large or run the other way; note: 0% is about no effect; nearly all actives have a fitted effect of over 70% in size
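qHTS format, multiple compound concentrations. Buffer 50 mM HEPES pH 7.5/0.01% Tween-20; 200 nM KDM5BΔAP final; 10 min compound preincubation; substrate-mix levels 12.5 µM peptide, 25 µM α-KG, 0.25 mM NAD⁺; 30 min RT; ΔRFU.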
Numbers without * were called inactive; i = inactive; ? = inconclusive; [ ] = another dose, or the depositor's remark. Potency is the fitted concentration of half-maximal effect.

SMILES | KDM5B inhibitor
O=C(N1CCN([S+](=O)([O-])Cc2ccccc2)CC1)N1CC2CC(C1)[C@H]1CCCC(=O)N1C2 (some centres undefined) | 14.7%
COCCO[C@H]1C(=O)N(C2CCN(C(=O)c3sc(C)nc3C)CC2)[C@H]1c1ccncc1 | -14.0%
COc1ccc(F)cc1C(=O)C(=O)O | 7.4%
CN1Cc2c(cc(N3CCOCC3)nc2-c2cccc(C(F)(F)F)c2)C1=O | i
CC(C)C(=O)N1CCC(Cc2noc(-c3ccccc3)n2)C1 (centres undefined) | 22.4%
COc1ccc(CNC(=O)C2(c3ccc(NC(C)=O)cc3)CCCCC2)cc1 | 5.2%
Cc1ccc(Cl)cc1NC(=O)CSc1ncc(-c2ccc(F)cc2)o1 | -2.4%
Cc1oc2c(c1C(=O)NCc1cccc(Br)c1)C1=NCCN1C=N2 | 3.7%
Cc1cc(NC(=O)c2ccc([N+](=O)[O-])o2)cc(-c2nc3cc(C(C)C)ccc3o2)c1O | 22.1%
CC(C)(C)C1CCc2c(sc3ncc(NC(=O)c4ccccc4)c(=O)n23)C1 (centres undefined) | 14.5%
CC(C)(O)CCc1cccc(C(=O)N2CCN(CC3CCCC3)CC2)c1 | ?
Cc1cnc(NC(=O)c2ccc3c(c2)OCCN(C2CCC2)C3)s1 | -27.6%[86.2 µM]
O=C(Cn1ccn2nc(-c3ccc(F)cc3)c(CO)c2c1=O)N1CCCCCC1 | -10.5%
COc1ccc(Cn2c3c(c(=O)n2Cc2ccccc2)CCN(C(=O)Cc2cccc(Cl)c2)C3)cc1 | 6.4%
O=C(OCc1ccc(F)cc1)c1cnc2ccccc2n1 | -22.5%
COc1cccc2[nH]c(C(=O)NCc3ccc4c(c3)CCN4C(=O)c3ccc(F)cc3)cc12 | -19.7%
COC1CN(c2ccc(C)cc2)C12CCN(C(=O)c1ccnn1C)CC2 (centres undefined) | -9.5%
CCN(CC)C(=O)COC1CN(Cc2ccc(O)cc2)CC(=O)N(CCc2ccccc2)C1 (centres undefined) | 17.6%
Cc1oc2ccn(Cc3ccc(F)cc3)c(=O)c2c1C(=O)N1CCN(c2ccccn2)CC1 | 22.4µM*
CNC(=O)/C=C/c1ccc([N+](=O)[O-])cc1 | 14.7%
Cc1nc2ccc(NC(=O)c3ccc(Cl)nc3)cc2s1 | 1.4%
Fc1ccc(-c2nnc3ccc(NCCc4ccccc4)nn23)nc1 | 23.2%[86.2 µM]
CN1c2cc(C(=O)Nc3ccc(F)c(Cl)c3)ccc2C(=O)N2CCCCCC21 (centres undefined) | ?
CN(C)c1ncc2c(n1)C(C)(C(=O)Nc1ccncc1)CCC2 (centres undefined) | 31.6µM*
C[C@@H]1CN(C(=O)NCC2CCCCC2)CC[C@@]1(O)C1CCOCC1 | ?
CNC(=O)[C@@H](c1ccc(Cl)cc1)N1CCC[C@H]1C(=O)N1CCCC1 | ?
COCCN1C(=O)c2cccn2CC1CNS(=O)(=O)Cc1ccccc1 (centres undefined) | 22.4%
O=C(c1cccc(OC2CN(Cc3cccc(F)c3)C2)c1)N1CCOCC1 | 16.3%
COCCCN(CCOC)Cc1ccccc1 | -2.3%
CCn1nccc1C(=O)N1CCC2(CC1)NCCc1c2[nH]c2ccccc12 | -13.8%
C/C(=N\NC(=O)C1CCCCC1)c1ccc(NC(=O)c2ccc(Cl)s2)cc1 | 13.9%
Cc1c(CCC(=O)Nc2cccc(F)c2)c(=O)oc2cc(O)ccc12 | i
Cc1ccc(NS(=O)(=O)c2ccc(C(=O)N3CC(C)OC(C)C3)cc2)cc1 (centres undefined) | 33.5%[activator]
CCS(=O)(=O)Nc1ccc(C)n(CC(=O)N(C)Cc2ccccc2)c1=O | -26.5%
Cc1ccc(NC(=O)c2oc3ccc(S(=O)(=O)N4CCCCC4)cc3c2C)cc1C | -2.0%
CCOC(=O)N1CCN(C(C(=O)O)c2c[nH]c3ccc(C)cc23)CC1 (centres undefined) | -13.2%
Cc1ccc(CNC(=O)CCC2CCN(S(=O)(=O)c3ccccc3)CC2)cc1 | -9.4%
O=C(c1cnccn1)N1CCC(Nc2cccnc2)C1 (centres undefined) | ?
COc1ccc(Nc2ncc(C(=O)Nc3cccc(Cl)c3)c3ccccc23)cc1 | ?
CN(C)C[C@@H]1CN(S(C)(=O)=O)C[C@H]1NC(=O)CN1CCOCC1 | 6.9%

6 structures out of the list, sorted by SMILES length, high to low.
SMILES | KDM5B inhibitor
Cc1ccc(CNC(=O)CCC2CCN(S(=O)(=O)c3ccccc3)CC2)cc1 | -9.4%
O=C(c1cccc(OC2CN(Cc3cccc(F)c3)C2)c1)N1CCOCC1 | 16.3%
Cc1c(CCC(=O)Nc2cccc(F)c2)c(=O)oc2cc(O)ccc12 | i
CN(C)c1ncc2c(n1)C(C)(C(=O)Nc1ccncc1)CCC2 (centres undefined) | 31.6µM*
Cc1nc2ccc(NC(=O)c3ccc(Cl)nc3)cc2s1 | 1.4%
O=C(c1cnccn1)N1CCC(Nc2cccnc2)C1 (centres undefined) | ?

Remaining list, next part
SMILES | KDM5B inhibitor
COc1ccc2c(c1)cc(C(=O)NC(C)c1ccccc1)n2C (centres undefined) | ?
Cc1cc(O)c(C2CCCCC2)cc1C1CCCCC1 | -13.7%
N#Cc1nc(-c2ccccc2Cl)oc1N1CCCCCC1 | ?
Cc1cccc(CSc2nc3ccncc3n2Cc2ccc(C(=O)O)cc2)c1 | -21.6%
CCCc1nn(C)c2c(=O)[nH]c(-c3cc(S(=O)(=O)Nc4ccc(C)cc4C)ccc3OCC)nc12 | ?
Cc1ccc(-c2nc3ccccc3n2CCNC(=O)NCC(C)C)cc1 | -24.2%
NNC(=O)c1cc(S(=O)(=O)N2CCOCC2)c[nH]1 | 31.8%
COc1ccc(-c2nc(SC(C)C(=O)NC(C)(C)C)n[nH]2)c(OC)c1 (centres undefined) | 13.5%
CCCS(=O)(=O)N1CC(N(Cc2cccnc2)CC(C)C)C1 | -10.7%
Cc1c(C#N)c(NC(=O)CSc2nnnn2C2CC2)n(CC2CCCO2)c1C (centres undefined) | 15.4%
CCN1C(=O)CCN(C(=O)NC)CC12CCOCC2 | 23.3%
CN1CCN(S(=O)(=O)c2ccc3c(c2)NC(=O)CS3)CC1 | 9.6%
CC(C)OCCCNC(=O)c1ccc(CSc2nc3cccnc3n2Cc2ccccc2)cc1 | ?
COc1ccccc1C(=O)N1CCC2(CC(C)=NO2)C1 (centres undefined) | -19.8%[86.2 µM]
CCOc1ccc(OCC)c(NC(=O)c2cnc(SC)nc2-c2ccccc2)c1 | ?
Cc1ccccc1-c1ncnn1-c1sc2c(c1C#N)CCCCC2 | -15.2%
Cc1cc(C)n(CC(=O)N2CCC(c3nc(CCOCC4CCCC4)no3)C2)n1 (centres undefined) | 1.0%
Cc1ccc(S(=O)(=O)Nc2ccc3c(c2)C(=O)NC3=O)cc1[N+](=O)[O-] | 0.8%
Cc1nc(SC(C)C(=O)NC2CCCCC2C)c2c(C)c(C)sc2n1 (centres undefined) | 0.2%
O=C(NC1CC(c2nnc(CO)n2C2CC2)C1)c1ccc(F)cc1Cl (centres undefined) | 10.2%
COc1ccccc1N1CCN(CCCNC(=O)c2nnc(Cc3ccc(F)cc3Cl)o2)CC1 | ?
CN(C)c1ccc(-c2nc3cnccn3c2NC2CCCC2)cc1 | ?
CNC(=O)c1cnn2c1CN(C(=O)c1cccnc1)CC2 | 7.3%[149 µM]
O=C(CSc1nnnn1C1CCCC1)NCc1ccc(CN2CCOCC2)cc1 | 4.8%
O=C(c1ccccc1Cl)N1CCCC(c2nn(-c3cccc(Cl)c3)c(=O)[nH]2)C1 (centres undefined) | 1.7%
COCCOC1CCN(S(=O)(=O)c2ccc(OC)cc2)CC1 | 2.8%
COC(=O)C1CCN(C(=O)CC[C@H]2CNC(=O)[C@@H]3[C@@H](CCN3Cc3cccc(Cl)c3)N2C)CC1 | 8.1%
CCC(=O)N1CCCN(Cc2ccc3c(c2)OCO3)c2ccccc21 | ?
Cc1ccc(C(=O)Nc2cccnc2)cc1S(=O)(=O)N1CCCCCC1 | 27.5%
CN1Cc2c(N3CCOCC3)nc3sc(C(=O)c4ccc(Br)cc4)c(N)c3c2CC1(C)C | -36.7%
CCCCOc1ccc2ccccc2c1/C=C(/C#N)c1nc2ccccc2[nH]1 | 0.8%
CCNc1c(NC(=O)c2cc(Cl)ccc2OC)c(=O)oc2ccccc12 | 13.3%
O=C(c1ccc(F)cc1)N1CCC(c2n[nH]c(=O)n2-c2ccccc2)CC1 | 18.3%
COc1nc2nc(CC3CC3)n(C)c2cc1-c1cccc(NC(C)=O)c1 | 35.5µM*
COc1ccc(-c2cc(C(F)(F)F)nc(SCC(=O)N3CCCCC3)n2)cc1OC | ?
O=C(CSc1nccnc1N1CCN(c2ccc(F)cc2)CC1)Nc1ccc(F)cc1 | ?
CCc1cccc(NC(=O)c2ccc(Cn3ccn4nc5c(c4c3=O)CCCC5)cc2)c1 | ?
Cc1ccc2c(CSc3nncn3C)cc(=O)oc2c1 | 4.1%
Cn1cccc1CN1CCC2(C1)NC(=O)c1ccccc1CO2 (centres undefined) | -23.4%[86.2 µM]
CCCN(CC1CCOC1)S(=O)(=O)c1cc(F)ccc1F (centres undefined) | -22.4%
COc1ccc(C2CC(c3ccccc3NS(C)(=O)=O)=NN2C(=O)c2cccs2)cc1 (centres undefined) | 5.6%
Cn1cc(C(=O)N2C[C@@H](C(=O)O)[C@H](c3cccc(F)c3)C2)c(=O)[nH]c1=O | -28.1%
Cc1ccc2c(c1)c1c(c(=O)n(Cc3ccccc3)c(=O)n1Cc1ccccc1F)n2C | ?
CC(=O)/C(C#N)=C1\NC(=O)C(Cc2cc(Cl)ccc2Cl)S1 (centres undefined) | -25.2%
O=C1CC(c2ccc3c(c2)OCO3)c2c(n[nH]c2Nc2ccccc2)N1 (centres undefined) | -3.4%
COc1ccc(CN2C[C@H]3CN(Cc4ccc(C)cc4)CCN3C2=O)cc1 | -17.3%[86.2 µM]
O=C(NCC1CCCCC1)C1CCN(C(=O)c2ncn3c2COC(c2ccc(Cl)cc2)C3)CC1 (centres undefined) | -8.2%
Nc1ccc(Sc2ccccc2Cl)cc1 | 0.6%
CCNC(=O)Cn1c(CO)cnc1SCc1ccccc1Cl | 15.6%
CN(C)C(=O)c1cccc(-c2cc(F)c3nc(N)sc3c2)c1 | 8.0%
COc1ccc(N2CN(CCCN(C)C)Cn3c2nc(C)c(C)c3=O)cc1 | 58.8%[activator]
C[C@H](O)c1onc(-c2ccccc2)c1C(=O)NC1CCCCC1 | 25.5%[86.2 µM]
CCOC(=O)c1oc2c(c1C)-c1nn(Cc3ccccc3Cl)cc1CC2 | ?
Nc1nccnc1C(=O)NCC(=O)OCc1ccccc1 | ?
Cc1cc(=O)n(CC(=O)Nc2cccc(Cl)c2C)c(N2CCOCC2)n1 | 1.6%
CC(C)NC(=O)[C@@H]1C[C@H](N)CN1S(=O)(=O)c1ccc2c(c1)OCCN2C | -0.1%
CCNC(=O)NC(=O)C(C)OC(=O)CSc1ccc(Br)cc1 (centres undefined) | 15.7%
CC(=O)c1ccc(NC(=O)Cn2ccn3nc4c(c3c2=O)CCCC4)cc1 | -22.9%
Cc1cccc(C(=O)N2CCC3(CC2)OCC(C(=O)NC2CC2)N3C(=O)c2cccc(C)c2)c1 (centres undefined) | 9.1%
Cc1ccc(-c2sc(C(=O)Nc3ccc(Br)cc3)cc2CC(=O)O)cc1 | -26.9%

A different layout for 6 compounds above.
Structure,KDM5B inhibitor
Cn1cc(C(=O)N2C[C@@H](C(=O)O)[C@H](c3cccc(F)c3)C2)c(=O)[nH]c1=O,-28.1%
Cc1ccc2c(c1)c1c(c(=O)n(Cc3ccccc3)c(=O)n1Cc1ccccc1F)n2C,?
CC(=O)/C(C#N)=C1\NC(=O)C(Cc2cc(Cl)ccc2Cl)S1 (centres undefined),-25.2%
O=C1CC(c2ccc3c(c2)OCO3)c2c(n[nH]c2Nc2ccccc2)N1 (centres undefined),-3.4%
COc1ccc(CN2C[C@H]3CN(Cc4ccc(C)cc4)CCN3C2=O)cc1,-17.3%[86.2 µM]
O=C(NCC1CCCCC1)C1CCN(C(=O)c2ncn3c2COC(c2ccc(Cl)cc2)C3)CC1 (centres undefined),-8.2%

Not all compounds are listed, so the mix of outcomes need not match the whole.
